Compound activity (PubChem)
HTR2A ag: mouse HTR2A agonism via beta-arrestin recruitment; P35363; AID 624169; 0.66% of 360,000 active; activation, % at 7.6 µM; CHO-K1 mHTR2A beta-arrestin complementation, luminescence; percent of 30 µM serotonin response;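 active = activation above a run cutoff, the mean activation of all tested compounds plus 3 SD, cut at about 14% in these data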;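 also: 0% = plate median of compound wells and 100% = 30 µM serotonin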
Vif imaging: blocks HIV Vif function. HEK293T cells, Vif self-association by quenched fluorescence, imaging, 24 h. inhibition, % at 7.49 µM. 0.35% of 340,000 active; in the data active = inhibition above about 50%, passing the limit was not always enough; inconclusive = no clear call, values can overlap the other calls; inactive = below about 31%; also: some results filed as inactive read as strong as hits
MC4R antag cAMP: antagonists of human melanocortin 4 receptor (MC4R); 0.48% of 360,000 active; MC4R-expressing cells, MTII-stimulated cAMP, LANCE TR-FRET; inhibition, % at 6.5 µM; P32245;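 active = inhibition above its plate's cutoff, the mean of tested wells on that plate plus 3 SD, cut at about 29% in these data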;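 also: 0% = Melanotan II alone and 100% = Melanotan II plus saturating MCL0020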
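Material: human MC4R-expressing U2OS cells. Probe or stimulus: Melanotan II challenge. Dosing: 6.5 µM single dose. Times: 30-min compound, 1-h challenge, 1-h detection, room temperature. Technique: TR-FRET with Eu-cAMP and labeled anti-cAMP, 671 nm. Replication: singlicate.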
aDG glyco up: increases alpha dystroglycan glycosylation; Pro5-aDG cells, alpha-DG glycosylation AlphaScreen (IIH6); 0% Pro5, 100% B10-LARGE cell signal; activation, % at 10 µM; 0.22% of 360,000 active;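 active = activation of at least 8% versus controls, or a plate z-score of at least 8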;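 also: Pro5 are CHO cells carrying HIG-tagged alpha-DG that lacks glycosylation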
CaV13 FRET inh: Disruptors of the CACNA1D IQ motif to Ca2+-dependent inactivation inhibitor domain association, primary screening, Förster resonance energy transfer in intact living …. inhibition, % at 12.3 µM. HEK cells, CFP/YFP FRET ICDI-IQ, plate reader, 10 min; percent FRET-ratio fall versus neutral wells. 0.098% of 340,000 active. AID 743397;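 active = mean replicate inhibition of at least 30% and at least 1% of replicates passing that level; inconclusive = only one of the two criteria is met; inactive = neither criterion is met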;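 also: 0% = median of the neutral control wells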
Cardio protect: protects H9c2 cardiomyocytes from peroxide injury; AID 588492; 0.63% of 360,000 active; protection from H2O2 cell death, % at 20 µM; H2O2 injury protection, ATPLite, 2 h;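 active = compounds giving at least 50% protection of heart cells from peroxide-induced death in the single-dose screen, raw or plate-pattern-corrected value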;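 also: 0% = DMSO wells with peroxide and 100% = DMSO wells without peroxide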
Glyco luc inh: blocks N-linked glycosylation in D54 reporter cells | D54 ERlucT glycosylation luciferase reporter, 24 h; percent of 100 nM tunicamycin response | reporter increase, % at 12.5 µM | 0.23% of 360,000 active | AID 588692;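 active = mean luciferase reporter signal, scaled so untreated is 0 and the glycosylation-blocking control 100, at or above a set limit in every replicate; inconclusive = mean reaches the limit but not every replicate does; inactive = mean below the limit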;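 also: luciferase carries N-glycosylation sites so blocking glycosylation raises the light; 0% = median of neutral control wells and 100% = median of 100 nM tunicamycin wells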
PDI turbidity: inhibitors of human protein disulfide isomerase. P07237. PDI insulin aggregation turbidity, A650, 90 min. inhibition, % at 10 µM. 0.052% of 350,000 active. AID 588391;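 active = mean inhibition across replicates of 30% or more, whatever share of single replicates reach that level; inconclusive = mean inhibition below 30% while every single replicate reaches 30%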;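 also: absorbance from insulin aggregation driven by PDI reduction with DTT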
MC4R barr agon: activates human MC4R beta-arrestin recruitment; activation, % at 8.9 µM; AID 540308; P32245; 0.98% of 360,000 active; U2OS MC4R beta-arrestin complementation, luminescence; percent of melanotan II response, DMSO zero;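 active = activation above a per-plate cutoff, the mean activation of sample wells on that plate plus 3 SD, cut at about 8% in these data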
ABCB6 inh 2: inhibitors of human ABC transporter ABCB6. 0.19% of 360,000 active. K562-ABCB6 porphyrin accumulation, flow cytometry, 1 h; stronger effect = lower value. AID 602162. fluorescence ratio to DMSO, % at 10 µM;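 active = fluorescence ratio to DMSO below 75%, the collection mean minus 3 SD; inconclusive = too few cells collected in the well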;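 also: signal is porphyrin accumulated inside mitochondria; 100% equals median channel fluorescence of DMSO control wells; lower ratio means ABCB6 inhibition with less porphyrin fluorescence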
Target sequence (Q9NP58 whole entry, looked up): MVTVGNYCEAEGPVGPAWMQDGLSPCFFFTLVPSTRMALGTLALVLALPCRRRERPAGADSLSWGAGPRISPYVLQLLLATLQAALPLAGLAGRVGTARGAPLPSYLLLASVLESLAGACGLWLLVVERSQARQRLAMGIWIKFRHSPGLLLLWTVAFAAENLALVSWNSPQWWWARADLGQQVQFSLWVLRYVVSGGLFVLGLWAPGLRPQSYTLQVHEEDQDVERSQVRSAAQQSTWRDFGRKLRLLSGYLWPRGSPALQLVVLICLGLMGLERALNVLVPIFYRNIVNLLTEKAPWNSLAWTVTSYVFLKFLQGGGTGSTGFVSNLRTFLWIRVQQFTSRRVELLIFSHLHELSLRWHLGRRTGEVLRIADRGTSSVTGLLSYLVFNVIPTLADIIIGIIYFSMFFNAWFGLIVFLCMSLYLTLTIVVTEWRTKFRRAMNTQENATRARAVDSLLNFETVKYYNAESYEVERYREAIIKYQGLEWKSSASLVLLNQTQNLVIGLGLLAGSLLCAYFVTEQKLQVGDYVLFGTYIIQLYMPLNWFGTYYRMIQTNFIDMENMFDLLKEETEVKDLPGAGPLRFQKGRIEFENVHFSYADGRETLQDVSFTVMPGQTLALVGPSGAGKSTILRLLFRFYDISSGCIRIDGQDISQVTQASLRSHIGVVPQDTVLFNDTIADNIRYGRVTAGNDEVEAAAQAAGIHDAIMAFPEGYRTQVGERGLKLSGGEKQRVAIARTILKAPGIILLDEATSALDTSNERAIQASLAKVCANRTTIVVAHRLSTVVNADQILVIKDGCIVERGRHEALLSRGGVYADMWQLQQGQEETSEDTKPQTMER
* = called active by the depositor; u = inconclusive; x = not tested or not shown.

cpd	Molecule	HTR2A ag	Vif imaging	MC4R antag cAMP	aDG glyco up	CaV13 FRET inh
1	O=C(CSCc1cccc(F)c1)NCc1ccccc1	0	-1	2	0.0	8
2	Cc1ccc(-c2csc3ncnc(Oc4cccc5ccc(C)nc45)c23)cc1	-2	-4	16	0.1	-3
3	O=C(Nc1cc(S(=O)(=O)N2CCCCCC2)ccc1OCC(F)(F)F)c1ccc(=O)[nH]c1	0	12	5	-0.2	-2
4	O=S(=O)(Nc1nc2ccccc2nc1-[n+]1ccccc1)c1ccc(Cl)cc1	-1	-1	6	-0.3	-18
5	Cc1cccc(N(CC(=O)NC2CCCC2)C(=O)c2nsc(Cl)c2Cl)c1C	2	1	15	0.3	7
6	CCN1C(=O)CC(N2CCN(c3ccc(Cl)cc3)CC2)C1=O (centres undefined)	7	4	-3	0.1	-1
7	O=C(c1n[nH]c2ccccc12)N1CCCCC1	-5	4	10	0.0	-2
8	CCOc1cc(NC(=O)C2CC2)c(OCC)cc1NC(=O)c1ccccc1OCC	8	-10	14	0.0	-2

cpd	Cardio protect	Glyco luc inh	PDI turbidity	MC4R barr agon	ABCB6 inh 2
1	-3	-2	3	-1.8	98
2	-4	-9	9	-1.7	109
3	0	4	12	-0.5	101
4	11	0	5	-1.2	105
5	6	0	-1	2.1	103
6	1	1	10	-0.5	91
7	2	3	7	0.2	100
8	17	1	-6	0.3	89

The last 2 records of the section before come first, to join the parts:
cpd	Molecule	HTR2A ag	Vif imaging	MC4R antag cAMP	aDG glyco up	CaV13 FRET inh
7	O=C(c1n[nH]c2ccccc12)N1CCCCC1	-5	4	10	0.0	-2
8	CCOc1cc(NC(=O)C2CC2)c(OCC)cc1NC(=O)c1ccccc1OCC	8	-10	14	0.0	-2
9	COc1ccccc1OCCNC(=O)c1cc(=O)[nH]c2ccccc12	-2	-3	5	-0.1	-7
10	O=c1cc(O)c2sc3nc(-c4cccnc4)cc(C(F)(F)F)c3c2[nH]1	1	-1	-10	0.0	-6
11	c1cncc(-c2noc(C34CC5CC(CC(C5)C3)C4)n2)c1	-4	0	-7	-0.1	-3
12	Cc1ccc2nc(C)c(C(=O)O)cc2c1	4	1	13	0.1	-4
13	O=C(c1cccnc1)c1cccnc1	3	x	20	-0.2	-3
14	O=C1CN(C(=O)COC(=O)c2ccccc2Br)c2ccccc2N1	-2	-4	1	0.1	-3
15	CN=C1NN=C(c2cc(C)n(-c3c(C)n(C)n(-c4ccccc4)c3=O)c2C)CS1	6	14	22	0.0	-3
16	CCN(CC)C(=O)c1ccc(-c2nnc(Nc3ccc(C(=O)NC)cc3)c3ccccc23)cc1	14*	-8	10	-0.1	-5

cpd	Cardio protect	Glyco luc inh	PDI turbidity	MC4R barr agon	ABCB6 inh 2
7	2	3	7	0.2	100
8	17	1	-6	0.3	89
9	-1	2	-8	2.3	99
10	8	0	-1	-0.7	90
11	-5	-4	-18	-0.2	101
12	6	3	1	-0.6	102
13	-2	2	-4	4.1	99
14	8	1	-14	-0.9	100
15	0	1	29	-5.1	101
16	36	-1	-13	-0.6	102

(further entries)
cpd	Molecule	HTR2A ag	Vif imaging	MC4R antag cAMP	aDG glyco up	CaV13 FRET inh
17	CC(=O)Oc1c(C(C)C)cc(N(C(C)=O)c2ccccc2)cc1C(C)C	-4	-25	33*	0.0	3
18	Cc1ccc(C)c(NS(=O)(=O)c2cc(C(=O)NCCC3=CCCCC3)ccc2C)c1	-2	-13	-2	0.2	x
19	COc1ccc2c(=O)cc(CO)oc2c1	0	-1	22	0.1	-2
20	O=C(COC(=O)c1ccc(O)cc1)c1ccc2c(c1)OCCO2	-3	-3	2	0.1	-6
21	O=C(NC1CCCC1)c1cc(COc2ccc3ncccc3c2)on1	0	0	3	0.6	x
22	N#C/C=C/N1CCC(Cc2ccccc2)CC1	0	10	8	0.1	-4
23	Cc1ccc(C)c(NC(=O)CCn2cnnn2)c1	2	-4	6	-0.3	-7
24	Nc1c(N(CCC2=CCCCC2)C(=O)c2ccco2)c(=O)[nH]c(=O)n1Cc1ccccc1	-5	4	8	-0.3	-4

cpd	Cardio protect	Glyco luc inh	PDI turbidity	MC4R barr agon	ABCB6 inh 2
17	0	-4	-2	1.3	99
18	-2	-4	2	-1.1	96
19	0	1	-3	3.2	104
20	-14	-4	-2	-4.3	93
21	-26	-2	-1	0.5	94
22	-1	0	4	-0.4	101
23	9	1	1	1.7	99
24	0	-1	-10	-4.6	95

(further entries)
cpd	Molecule	HTR2A ag	Vif imaging	MC4R antag cAMP	aDG glyco up	CaV13 FRET inh
25	Clc1ccc(CSc2nnc([C@@H]3CCCN3)o2)cc1	-1	-3	2	0.0	-7
26	COc1ccccc1C1NC=C([N+](=O)[O-])C=C1[N+](=O)[O-] (centres undefined)	-2	3	-6	-0.7	-15
27	Cc1ccc(N2CC(C(=O)Nc3cc(S(=O)(=O)N4CCCCC4)ccc3C)CC2=O)cc1 (centres undefined)	8	x	0	-0.2	-16
28	CC(C)NC(=O)C1(C)CCN1Cc1ccc(Cl)cc1 (centres undefined)	0	-1	3	1.6	-5
29	CCOC(=O)c1cn2nc(Oc3cccc(F)c3)ccc2n1	1	-2	-2	0.0	-5
30	Cc1ccc(-n2cccc2/C=N/n2cnnc2)cc1Cl	4	0	2	-0.1	x
31	O=C1C(=Cc2ccc(Cl)cc2)Cc2ccccc21	-6	x	x	0.0	-10
32	COc1ccc(CNC(=O)[C@H](Cc2c[nH]c3ccccc23)NC(=O)[C@@H]2Cc3ccccc3CN2)cc1	-2	2	31*	-0.2	x

cpd	Cardio protect	Glyco luc inh	PDI turbidity	MC4R barr agon	ABCB6 inh 2
25	3	4	0	-1.9	98
26	3	-4	-1	0.9	107
27	-8	0	1	0.9	101
28	-2	1	-7	-1.0	75
29	4	-3	-2	-1.8	95
30	8	0	5	-3.4	96
31	x	x	x	x	111
32	-3	-2	x	-0.6	100

Part of the list above, with values under each structure:
The line under a structure holds: HTR2A ag	Vif imaging	MC4R antag cAMP	aDG glyco up	CaV13 FRET inh	Cardio protect	Glyco luc inh	PDI turbidity	MC4R barr agon	ABCB6 inh 2
#25 Clc1ccc(CSc2nnc([C@@H]3CCCN3)o2)cc1
    -1	-3	2	0.0	-7	3	4	0	-1.9	98
#26 COc1ccccc1C1NC=C([N+](=O)[O-])C=C1[N+](=O)[O-] (centres undefined)
    -2	3	-6	-0.7	-15	3	-4	-1	0.9	107

Remaining list, next part
cpd	Molecule	HTR2A ag	Vif imaging	MC4R antag cAMP	aDG glyco up	CaV13 FRET inh
33	CC(CN1CCCCC1)NC(=O)c1cccs1 (centres undefined)	-6	-4	-11	0.1	-21
34	Cc1ccc(Cc2c(-c3ccccc3)nc3c(C)cc(Br)cn23)cc1	0	x	x	0.0	-8
35	Cc1ccc(NC(=S)N(CCN2CCCCC2)Cc2ccco2)cc1Cl	-10	1	3	0.5	-4
36	O=C(CCCSc1nc2ccccc2[nH]1)NCc1ccc(Cl)cc1	-6	-6	2	0.5	-5
37	Cc1sc2nc(CSc3ccccc3)nc(N3CCN(C)CC3)c2c1C	-3	0	-1	-0.1	-3
38	O=C(Cc1cccs1)Nc1cc(SCCO)cc([N+](=O)[O-])c1	-4	1	3	-0.1	-4
39	Cc1ccc(O)c(C(CC(=O)NCc2cccnc2)c2ccccc2)c1 (centres undefined)	0	-6	1	0.2	-4
40	O=C(OCn1nnc2ccccc2c1=O)c1cccs1	4	-2	10	-0.2	-7

cpd	Cardio protect	Glyco luc inh	PDI turbidity	MC4R barr agon	ABCB6 inh 2
33	2	0	-5	-2.2	94
34	x	x	x	x	121
35	-11	-2	-3	-2.2	94
36	-7	-2	1	-1.0	97
37	-2	-4	-4	-1.1	94
38	-14	1	6	-0.4	94
39	-6	-3	-5	-1.4	97
40	6	2	x	1.4	96

Later entries:
cpd	Molecule	HTR2A ag	Vif imaging	MC4R antag cAMP	aDG glyco up	CaV13 FRET inh
41	Nc1nonc1NN=C1CCCCC1	2	22	-12	-0.2	-5
42	COc1cc(C(=O)NC(=S)Nc2ccc(NC(=O)c3ccco3)cc2)cc(OC)c1OC	3	-2	-2	0.0	-2
43	COC(=O)c1ccc(/C=C(\C#N)C(=O)NC(C)c2ccccc2)cc1 (centres undefined)	-4	1	14	0.0	-3
44	CCOc1ccc(OCC)c(NC(=O)C2CCCN(S(=O)(=O)c3cccs3)C2)c1 (centres undefined)	-1	-8	0	0.1	-2
45	CNS(=O)(=O)c1cccc(C(=O)OCC(=O)Nc2ccc(Cl)cn2)c1	-1	2	-3	-0.1	-5
46	COc1ccc(C(C(=O)Nc2ccc3c(c2)OCO3)N(C)C(=O)Cc2c[nH]c3ccccc23)cc1 (centres undefined)	-1	0	15	0.0	-5
47	COc1cccc(N2CCN(C(=S)Nc3cc(C)cc(C)c3)CC2)c1	12	13	-12	0.0	-7
48	O=C(Nc1ccccc1)C1CCCN1S(=O)(=O)c1ccc(Br)cc1 (centres undefined)	-4	2	4	-0.2	x

cpd	Cardio protect	Glyco luc inh	PDI turbidity	MC4R barr agon	ABCB6 inh 2
41	-1	0	-6	3.3	89
42	0	-4	7	11*	98
43	-8	9	7	-3.5	106
44	-12	-5	-8	-2.0	86
45	4	2	-1	-2.6	94
46	26	-4	-9	1.4	99
47	9	8	1	2.1	94
48	0	0	-7	0.0	102

(listing goes on)
cpd	Molecule	HTR2A ag	Vif imaging	MC4R antag cAMP	aDG glyco up	CaV13 FRET inh
49	COc1ccc(/C=N/NC(=O)CNc2c(Br)cc(C)cc2Br)c(C(=O)O)c1OC	3	-1	17	0.3	-5
50	NS(=O)(=O)c1ccc(CCNC(=O)NC23CC4CC(CC(C4)C2)C3)cc1	-6	3	5	1.1	5
51	CN(Cc1ccccc1)C(=O)c1cccc(NC(=O)Cc2ccc(NC(=O)C3CCCN(C(=O)CCc4ccccc4)C3)cc2)c1 (centres undefined)	-9	x	-2	0.0	-11
52	O=C1c2ccccc2C(=O)N1CCc1nc(-c2ccccn2)no1	2	13	-3	-0.1	-5
53	CCn1c(N)c(C(=O)Nc2ccccc2C(=O)OC)sc1=S	-2	x	3	0.2	-2
54	Cc1ccc(C(=O)COC(=O)CNC(=O)Cc2ccccc2)cc1	-3	11	0	-0.4	-3
55	O=C(c1ccco1)N1CCN=C1SCc1cccc(Cl)c1	-1	8	-5	-0.1	u
56	COc1ccc(Nc2nc(NCc3ccco3)nc(N/N=C/c3ccc(O)cc3)n2)cc1	-6	1	11	-0.6	-5
57	CCn1c(O)c(N=NC(=O)Cc2csc(N3CCOCC3)n2)c2ccccc21	7	-4	-6	0.6	-2

cpd	Cardio protect	Glyco luc inh	PDI turbidity	MC4R barr agon	ABCB6 inh 2
49	-1	0	-4	0.3	101
50	1	-1	2	-3.9	90
51	-23	-1	-2	-0.3	102
52	13	-2	-2	0.5	89
53	2	0	-1	4.9	104
54	-3	1	-6	-3.6	99
55	-1	0	12	0.8	94
56	51*	0	0	3.3	97
57	27	4	2	-1.0	99
